PfG6PD inh: PfG6PD (Plasmodium falciparum) enzyme inhibition; PfGluPho enzyme, NADPH resazurin-diaphorase fluorescence; inhibition, % at 20 µM; hit rate 0.78% among 350,000; AID 504690;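 active = inhibition reaching at least a set limit at 20 µM in the primary screen, cut at about 59% in these data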;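 note: 0% = DMSO wells with substrate and 100% = DMSO wells lacking glucose-6-phosphate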
ATG4B inh: blocks human ATG4B protease cleavage of LC3 substrate | ATG4B cleavage of LC3-PLA2, NBD-HPC fluorescence, 1 h | Q9Y4P1 | hit rate 0.51% among 340,000 | inhibition, % at 8.33 µM; in the data active = inhibition above about 40%
Target sequence (Q9Y4P1 whole entry, looked up): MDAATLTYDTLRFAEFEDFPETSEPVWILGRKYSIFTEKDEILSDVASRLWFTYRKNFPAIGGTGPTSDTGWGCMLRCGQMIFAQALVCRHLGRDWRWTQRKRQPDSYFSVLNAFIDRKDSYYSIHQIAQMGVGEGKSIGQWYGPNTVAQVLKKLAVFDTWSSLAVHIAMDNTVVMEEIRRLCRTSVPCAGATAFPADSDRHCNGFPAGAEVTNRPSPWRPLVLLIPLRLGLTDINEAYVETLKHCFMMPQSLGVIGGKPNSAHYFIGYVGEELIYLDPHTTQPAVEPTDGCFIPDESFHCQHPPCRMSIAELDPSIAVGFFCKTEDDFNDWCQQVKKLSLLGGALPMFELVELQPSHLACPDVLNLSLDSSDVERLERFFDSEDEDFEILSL
hIAP activ: human IAP activation; P09923; purified human IAP, CDP-Star luminescence, 30 min; stronger effect = higher value; 1 = vehicle-only enzyme, 0 = enzyme-free background; activation factor at 10 µM; hit rate 0.16% among 330,000;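 active = activation factor of the enzyme at least 2-fold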; note: the source names both 10 and 20 µM as test concentration; values of inactives mirror those of a sister screen read the other way
mIAP activ: increases mouse intestinal alkaline phosphatase activity | muIAP, CDP-Star luminescence, 30 min; stronger effect = higher value; 1 = vehicle-only enzyme signal, 0 = enzyme-free wells | hit rate 0.24% among 330,000 | activation factor at 10 µM | AID 2805;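 active = activation factor of at least 2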; note: the source names both 10 and 20 µM as test concentration; values of inactives mirror those of a sister screen read the other way
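Assay system: mouse IAP enzyme / Compound: DMSO-dissolved test compounds / Timing: 30 min, room temperature / Measured by: luminescence from enzymatic CDP-Star hydrolysis / Control set: DMSO-only wells, enzyme-free buffer wells as negative control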
HKDC1 inhibitor: HKDC1 (human) hexokinase inhibition | Q2TB90 | hit rate 0.16% among 340,000 | inhibition, % at 20 µM | recombinant HKDC1, G6PDH/diaphorase resazurin coupled fluorescence | AID 493160;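 active = inhibition above about 35% when tested at 20 µM, limit read from the data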;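 note: plate controls were DMSO wells with enzyme for no effect and DMSO wells lacking enzyme for full effect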
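Material – in-house recombinant HK5 (HKDC1) enzyme · Quantity – HKDC1 at 5 µg/mL · Buffer or medium – pH 8.0 Tris buffer with 10 mM MgCl2 · Reagent – glucose with 1 mM ATP · Dosing – single 20 µM dose · Times – reaction time 90 min, room temperature, protected from light · Technique – resorufin fluorescence at 613 nm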
APOBEC3A inh: blocks human APOBEC3A ssDNA deamination | recombinant A3A, FAM/TAMRA ssDNA deamination fluorescence | inhibition, % at 20 µM | hit rate 0.41% among 330,000 | AID 493011;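 active = at least 40% inhibition at 20 µM here, with at most 30% in a related deaminase screen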;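 note: plate controls were A3A with DMSO for no effect and wells lacking A3A enzyme for full effect; some results filed as inactive read as strong as hits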
Target sequence (P31941 whole entry, looked up): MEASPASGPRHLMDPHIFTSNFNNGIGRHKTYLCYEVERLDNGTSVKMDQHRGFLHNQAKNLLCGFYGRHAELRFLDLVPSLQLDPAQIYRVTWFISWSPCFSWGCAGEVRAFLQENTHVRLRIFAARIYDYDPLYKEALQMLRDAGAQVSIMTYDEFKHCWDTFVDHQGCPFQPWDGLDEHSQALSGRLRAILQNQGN
hIAP inh: blocks human intestinal alkaline phosphatase; inhibition, % at 10 µM; P09923; hit rate 0.12% among 330,000; purified IAP, CDP-Star luminescence, 30 min;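 active = inhibition reaching a set limit with compound at 10 µM in the primary screen, cut at about 35% in these data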;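 note: plate controls were DMSO wells with enzyme for no effect and no-enzyme buffer wells for full effect; values of inactives mirror those of a sister screen read the other way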
mIAP inh: mouse IAP inhibition. purified mouse IAP, CDP-Star luminescence, 30 min. inhibition, % at 10 µM. hit rate 0.2% among 330,000;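 active = inhibition of at least 40% at 10 µM in the primary screen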;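 note: plate controls were DMSO with enzyme for no effect and no enzyme wells for full effect; values of inactives mirror those of a sister screen read the other way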
Active calls of the source: *; · = no result given. Rows were taken by chance; overall some 2.4% were active at least once.

SMILES	PfG6PD inh	ATG4B inh	hIAP activ	mIAP activ	HKDC1 inhibitor	APOBEC3A inh	hIAP inh	mIAP inh
CCS(=O)(=O)c1nc(S(=O)(=O)c2ccc(C)cc2)c(NCCCN2CCOCC2)s1	24.4	-1.2	1.11	0.963	-2.7	-1.9	-10.8	3.7
O=c1c2ccccc2nc(/C=C/c2ccc(Br)cc2)n1CCCO	26.8	-10.0	1.04	0.895	1.4	0.1	-4.1	10.5
COc1cc(C(=O)Nc2ccc(C#N)cc2)c([N+](=O)[O-])cc1OC	6.1	-7.4	0.922	1.05	-6.5	0.5	7.8	-4.8
CCCc1nc(N2CCCC2)c(C#N)c2c1CCCC2	-18.8	10.1	0.858	0.954	0.7	2.1	14.2	4.6
CCOC(=O)C1CCN(Cc2ccc(F)c(Br)c2)CC1	0.8	-2.0	0.956	1.09	-9.6	1.0	4.4	-8.7
O=C(COc1ccccc1)Nc1ccc(-c2ccc(N3CCOCC3)nn2)cc1	0.3	-0.3	0.917	0.985	1.1	0.7	8.3	1.5
O=C(CCc1nc2ccccc2c(=O)[nH]1)Nc1ccccc1N1CCCC1	6.9	-7.1	1.04	0.943	3.1	-0.4	-4.3	5.7
CC(CN1CCOCC1)OC(=O)c1ccc(Br)cc1 (stereo not given)	14.2	6.4	1.23	0.975	2.1	-4.1	-22.9	2.5
COc1cc(C2c3c(oc4ccccc4c3=O)C(=O)N2Cc2ccncc2)ccc1O (stereo not given)	-11.9	-12.3	0.967	0.986	-2.3	1.4	3.4	1.4
COCCn1c(SCC(=O)c2c(N)n(C)c(=O)n(C)c2=O)nc2ccccc21	-9.8	2.3	1.04	0.897	-1.8	-2.9	-3.7	10.3
N#CC1C(C#N)N2CCCN2C1c1ccc(Cl)cc1 (stereo not given)	-12.8	6.1	1.26	0.937	-1.9	-4.5	-26.3	6.3
CCC(=O)NC(Nc1sc2c(c1C(=O)OC)CCC2)C(Cl)(Cl)Cl (stereo not given)	34.4	7.4	0.903	0.895	0.3	-0.1	9.7	10.5
CCN(CC)Cc1c(C(=O)N/N=C/c2cccc(OCc3ccc(F)cc3)c2)nnn1-c1nonc1N	33.7	-13.2	1.11	0.848	4.2	0.6	-10.8	15.2
COc1ccc(CNC(=O)CSc2nccn(-c3ccc(F)c(F)c3)c2=O)cc1	11.1	-9.7	1.1	0.775	-6.4	2.6	-10.3	22.5
CCOc1cccc2c1OC1(C)CC2NC(=O)N1c1cccc(C(=O)NCc2ccccn2)c1 (stereo not given)	-4.5	5.0	1.02	0.946	-3.6	-3.4	-2.3	5.4
CCOc1ccc(S(=O)(=O)N(C)c2ccc(OCC(=O)N3CCOCC3)cc2)cc1	-11.2	-10.0	0.777	0.966	1.7	2.3	22.3	3.4
COc1ccc(S(=O)(=O)n2nc(OC(=O)c3cccs3)cc2NC(=O)c2cccs2)cc1	-22.4	14.9	1.04	1.04	18.4	-4.6	-3.6	-4.2
CC1CSC(N(C(=O)c2ccc(S(C)(=O)=O)cc2)c2ccc(Cl)cc2)=N1 (stereo not given)	-11.2	-6.7	0.956	0.883	-4.8	3.3	4.4	11.7
O=C(COc1ccc(Cl)cc1Cl)N/N=C/c1ccccn1	4.4	1.5	1.54	0.914	-0.6	-3.4	-54.2	8.6
CCCCNS(=O)(=O)c1ccc2nc(SCC(=O)Nc3sccc3C#N)[nH]c2c1	8.5	-13.5	1.03	0.796	3.2	-1.2	-3.3	20.4

Quoted from the listing.
In HKDC1 inhibitor, CCOc1ccc(S(=O)(=O)N(C)c2ccc(OCC(=O)N3CCOCC3)cc2)cc1 reads 1.7
In PfG6PD inh, COc1ccc(CNC(=O)CSc2nccn(-c3ccc(F)c(F)c3)c2=O)cc1 reads 11.1

Back to the main list with the 2 entries that preceded the break.
SMILES	PfG6PD inh	ATG4B inh	hIAP activ	mIAP activ	HKDC1 inhibitor	APOBEC3A inh	hIAP inh	mIAP inh
O=C(COc1ccc(Cl)cc1Cl)N/N=C/c1ccccn1	4.4	1.5	1.54	0.914	-0.6	-3.4	-54.2	8.6
CCCCNS(=O)(=O)c1ccc2nc(SCC(=O)Nc3sccc3C#N)[nH]c2c1	8.5	-13.5	1.03	0.796	3.2	-1.2	-3.3	20.4
COc1ccc(/C(O)=C2/C(=O)C(=O)N(c3ccccn3)C2c2ccc(OC)cc2)cc1 (stereo not given)	-30.2	-4.8	0.993	1.04	-2.5	-3.5	0.7	-3.7
COC(=O)c1ccc(OC(=O)CCN2c3ccccc3Sc3ccccc32)cc1	6.9	3.1	0.93	0.997	-6.3	-0.3	7.0	0.3
CCOC(=O)/C(=C/Nc1ccc(F)cc1)[N+](=O)[O-]	1.9	3.9	1.05	1.05	-4.6	1.8	-5.5	-4.9
COC(=O)Cn1c(C)nc([N+](=O)[O-])c1Br	-2.2	-3.8	1.26	1.07	-4.1	-2.2	-26.5	-6.7
COc1ccccc1C(=O)NCC(=O)NCC1(N2CCCCC2)CCCCC1	-1.0	-0.1	1.07	1.03	-3.8	-1.9	-7.5	-2.8
C(=N\N1CCOCC1)/c1cccs1	-9.3	3.7	1.3	1.07	-3.2	4.7	-30.0	-6.9
O=C1CCCN1CCCNc1ccc2nnc(CCC(=O)N3CCN(c4ccccc4)CC3)n2n1	-6.2	0.9	1.06	0.968	0.9	-6.8	-5.6	3.2
Cc1cccc(C(C)C)c1NC(=O)CSc1cccc[n+]1[O-]	-2.0	-0.9	0.879	0.99	-9.4	7.4	12.1	1.0
CN(CC(=O)N1CCCc2c1c(=O)oc1ccc(O)cc21)Cc1ccccc1	5.5	6.2	1.14	1.02	3.3	-0.3	-13.5	-1.7
COc1ccc(C2(c3ccc(OC)cc3)NC(=O)N(CC(=O)NCC(C)c3ccccc3)C2=O)cc1 (stereo not given)	23.0	-8.1	1.08	1.12	1.6	1.9	-7.9	-12.3
Cc1cccc2sc(N(CCCN(C)C)C(=O)c3ccc(C(=O)c4ccccc4)cc3)nc12	12.2	31.0	0.776	1.04	-0.6	1.9	22.4	-3.8
COc1ccc(C2Nc3ccccc3C(=O)N2c2ccccc2)cc1CSc1ccccn1 (stereo not given)	-8.4	16.9	0.768	1.09	-11.0	0.1	23.2	-8.9
CCOc1ccccc1OCCCC(=O)NCCc1ccc(S(N)(=O)=O)cc1	-31.1	-2.5	0.948	1.05	0.9	1.8	5.2	-5.0
CCc1ccc(N2C(=O)CC(NNc3nc4ccccc4s3)C2=O)cc1 (stereo not given)	37.0	-7.6	0.953	0.873	-14.0	2.7	4.7	12.7
CCN(Cc1ccccc1)c1ccc(/C=N/NC(=O)c2cccc(S(=O)(=O)N3CCOCC3)c2)cc1	-2.8	-2.7	1.15	0.938	-10.9	4.3	-14.9	6.2
CCN(CC)CC(C)(C)NS(=O)(=O)c1ccc(Cl)cc1	-3.5	-2.0	1.22	1.15	6.0	-0.1	-21.5	-14.6
Cc1cccc(N2CN(S(=O)(=O)c3cccc([N+](=O)[O-])c3)c3nc4ccccc4nc32)c1	3.0	-12.6	0.794	0.882	-3.1	-4.6	20.6	11.8
CCOc1ccccc1N1CCN(C(=O)c2ccncc2)CC1	4.0	-6.5	0.883	1.02	7.2	-5.1	11.7	-2.2
Cc1ccc(N=C2C(=O)Nc3c(C)cccc32)cc1	25.7	2.0	0.961	0.953	-6.3	1.5	3.9	4.7
CSc1ccc(/C=C(\NC(=O)c2ccco2)C(=O)N2CCCCC2)cc1	-6.8	5.7	0.956	0.929	-7.4	-3.5	4.4	7.1
Nc1nonc1-n1nnc(C(=O)N/N=C/c2ccc(OCc3ccccc3F)cc2)c1CN1CCCCC1	11.2	-8.5	0.918	0.905	3.7	-6.3	8.2	9.5
CCCN(CCC)S(=O)(=O)c1ccc(C(=O)Nc2nnc(-c3cccc(OC)c3)o2)cc1	-43.1	-2.6	1.01	1.01	-21.4	-1.1	-1.1	-0.9
COc1ccc(CN2CCN(C(=O)CCC(=O)Nc3nnc(CC(C)C)s3)CC2)cc1F	-14.7	3.2	1.05	0.957	3.1	-4.3	-4.9	4.3
CCN(CC)C1CCN(C(=O)c2cc(COc3ccccc3SC)on2)C1 (stereo not given)	1.9	19.6	0.997	1.1	-3.2	-2.7	0.3	-10.5
COC(=O)CSc1nccc(-c2cccs2)n1	39.4	-8.1	0.986	0.952	-1.4	0.9	1.4	4.8
CCn1c2ccccc2c2cc(Nc3cc(C)nc4ncnn34)ccc21	35.8	3.3	1.25	1.04	1.3	5.8	-24.6	-3.9
CC(C)CNC(=O)c1oc2ccccc2c1COc1ccccc1	9.6	16.8	1.06	0.998	-0.3	1.5	-5.7	0.2
COc1ccc(-c2cc(C(=O)NC3CCCC3)c3ccccc3n2)cc1	5.6	-6.6	0.946	0.863	-5.2	-6.0	5.4	13.7
COc1ccccc1C(CNc1ccc(S(=O)(=O)N2CCCC2)cc1[N+](=O)[O-])N(C)C (stereo not given)	10.0	-2.7	0.998	0.983	-3.0	0.8	0.2	1.7
O=C(NNC(=O)C1CC1)c1ccccc1[N+](=O)[O-]	15.4	-7.6	0.86	0.969	-6.0	-3.9	14.0	3.1
CC(C)(C)OC(=O)C1=C(CO)CS[C@@H]2[C@H](NC(=O)Cc3ccccc3)C(=O)N12	3.5	-5.0	·	0.877	6.2	0.6	·	12.3
CCCCc1ccc(Nc2ncnc3nc[nH]c23)cc1	6.0	-2.2	1.86	0.945	6.2	2.9	-86.0	5.5
COc1ccc(CCNC(=O)C(=O)NCC2OCCN2S(=O)(=O)c2ccccc2)cc1 (stereo not given)	-23.1	-3.5	0.894	1.06	-0.1	-3.8	10.6	-5.8
CCOC(=O)C(C)Oc1ccc(=O)n(-c2ccccc2)n1 (stereo not given)	-4.1	0.7	0.833	0.969	-1.2	-0.9	16.7	3.1
Clc1cccc(/C=N/Nc2nc(Cl)nc3ccccc23)c1	12.2	-11.3	0.901	0.885	-3.5	-0.9	9.9	11.5
COc1ccc(C(=O)Nc2ccccc2C(=O)N2CCOCC2)cc1	-13.9	-3.6	1.03	1.09	-3.5	-2.5	-3.0	-9.2
CCOC(=O)c1c(S(=O)(=O)NCC(C)c2ccccc2)c(C)n(C)c1C (stereo not given)	-7.4	-4.0	1.42	1.04	-3.8	-5.1	-42.4	-3.9
O=Cc1ccccc1OCCN1CCCC1=O	-13.6	-1.1	1.25	1	-1.1	-7.0	-24.8	-0.4
Cc1ccc2c(CC(=O)OCc3nc(N)nc(Nc4ccccc4C)n3)coc2c1	31.8	-13.2	1.15	0.977	3.9	7.0	-15.0	2.3
O=C(O)c1ccc(S(=O)(=O)N2CCSCC2)cc1	-8.4	-0.1	1.27	1.02	1.2	-5.8	-26.9	-2.4
Cc1ccc2nc(C)cc(SCC(=O)N/N=C/c3ccco3)c2c1	6.9	-2.9	0.921	0.943	1.9	-4.7	7.9	5.7
CSCCC(NC(=O)c1ccccc1Cl)C(=O)NC1CCN(Cc2ccccc2)CC1 (stereo not given)	7.9	-7.3	1.17	0.965	-4.5	-0.3	-17.3	3.5
O=C1c2ccccc2NC(c2ccco2)N1O (stereo not given)	-27.2	2.0	1.04	1	-9.7	-5.9	-3.9	-0.2
NC(=O)C1CCN(C(=O)CCC(=O)c2cccs2)CC1	-9.4	2.2	1.12	0.987	-6.6	-5.2	-12.4	1.3
Cc1ccc(S(=O)(=O)NC(C)(C)CSc2ncccn2)cc1	-1.1	0.4	0.808	1.05	-4.1	0.6	19.2	-4.6

From PubChem
